Compound activity deposited in PubChem BioAssay by Sanford-Burnham Center for Chemical Genomics.
Scp1 inh = inhibitors of human Scp-1 phosphatase; Recombinant Scp1, phosphopeptide, malachite green phosphate absorbance; inhibition, % at 20 µM; actives 0.88% (n = 340,000);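 active means inhibition above about 50% at 20 µM, limit read from the data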;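 further: plate controls were DMSO wells with enzyme for no effect and wells lacking enzyme for full effect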
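Test system – truncated SCP-1 phosphatase (76-261aa) · Reagent – Phosphorylated 17-residue peptide substrate · Incubation – 45 min room-temperature reaction, 5 min colour, 30 min stabiliser · Detection – colorimetric phosphate reagent with accelerator and stabiliser, absorbance at 630 nm · Measure – % inhibition at 20 µM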
SKN-1 inh = blocks SKN-1 activity in C. elegans | C. elegans VP596 Pgst-4::GFP/RFP ratio, acrylamide-induced, 24 h | inhibition, % at 21.8 µM | actives 0.49% (n = 360,000) | AID 624304;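 active means interference check ratio from 0.5 to 1.5 plus GFP to RFP signal ratio inhibition reaching or exceeding a fixed threshold, cut at about 30% in these data, passing the limit was not always enough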; further: some compounds called inactive have numbers as strong as hits
DNMT1 block = blocks human DNA methyltransferase DNMT1. DNMT1 molecular beacon, Hinp1I cleavage, fluorescence. P26358. inhibition (reported as % activation of signal), % at 10 µM. AID 588458. actives 0.83% (n = 360,000); in the data active means inhibition above about 50%
SUMO1-SIM PPI = modulators of human SUMO1-mediated protein-protein interactions. SUMO1 binding to a labelled peptide, TR-FRET, 1 h. P63165. AID 602429. actives 0.33% (n = 360,000). inhibition, % at 20 µM; in the data active means inhibition above about 37%
Target sequence (P63165 whole entry, looked up): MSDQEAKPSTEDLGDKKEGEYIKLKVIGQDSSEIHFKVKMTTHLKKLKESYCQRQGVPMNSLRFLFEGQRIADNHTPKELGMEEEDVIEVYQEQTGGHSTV
NadD block = blocks S. aureus nicotinate mononucleotide adenylyltransferase; actives 0.78% (n = 360,000); purified NadD enzyme, colorimetric absorbance read-out; inhibition, % at 20 µM; in the data active means inhibition above about 26%; further: some compounds past the cut are filed as inactive
Rpn11 block = Rpn11 (human) deubiquitinase inhibition | O00487 | human 26S proteasome, Ub4-pepOG fluorescence polarization; 20S core pre-blocked with epoxomicin | calls only at 20 µM | actives 0.59% (n = 360,000);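 active means inhibition at 20 µM, scaled to each plate's controls, above about 33%, limit read from the data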
LMPTP inh = LMPTP (human) inhibition; P24666; recombinant LMPTP-A, OMFP fluorogenic substrate, fluorescence intensity; inhibition, % at 20 µM; actives 0.22% (n = 360,000);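 active means compounds that cut the enzyme signal by at least half of the control window in the single-dose screen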;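 further: plate controls were DMSO wells with enzyme plus substrate for no effect and substrate without enzyme for full effect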
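Assay system: LMPTP-A enzyme. Input: 0.625 nM LMPTP-A final. Probe or stimulus: 400 µM OMFP. Compound dosing: single 20 µM dose. Schedule: 50 min dark incubation at room temperature. Detection: fluorescence intensity of OMFP turnover product. Read-out: percent inhibition versus substrate-only and uninhibited controls. Benchmarks: no-enzyme low control, uninhibited high control.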
CendR NRP1 mod = alters CendR peptide binding to human NRP-1; FAM-RPARPAR peptide binding to NRP-1, fluorescence polarization; AID 602438; actives 0.85% (n = 360,000); inhibition, % at 25 µM;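 active means inhibition or corrected inhibition above about 18%, plus a signal ratio from 0.5 to 1.5, limit read from the data, passing the limit was not always enough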; further: strong numbers were not always called active
Target sequence (O14786 whole entry, looked up): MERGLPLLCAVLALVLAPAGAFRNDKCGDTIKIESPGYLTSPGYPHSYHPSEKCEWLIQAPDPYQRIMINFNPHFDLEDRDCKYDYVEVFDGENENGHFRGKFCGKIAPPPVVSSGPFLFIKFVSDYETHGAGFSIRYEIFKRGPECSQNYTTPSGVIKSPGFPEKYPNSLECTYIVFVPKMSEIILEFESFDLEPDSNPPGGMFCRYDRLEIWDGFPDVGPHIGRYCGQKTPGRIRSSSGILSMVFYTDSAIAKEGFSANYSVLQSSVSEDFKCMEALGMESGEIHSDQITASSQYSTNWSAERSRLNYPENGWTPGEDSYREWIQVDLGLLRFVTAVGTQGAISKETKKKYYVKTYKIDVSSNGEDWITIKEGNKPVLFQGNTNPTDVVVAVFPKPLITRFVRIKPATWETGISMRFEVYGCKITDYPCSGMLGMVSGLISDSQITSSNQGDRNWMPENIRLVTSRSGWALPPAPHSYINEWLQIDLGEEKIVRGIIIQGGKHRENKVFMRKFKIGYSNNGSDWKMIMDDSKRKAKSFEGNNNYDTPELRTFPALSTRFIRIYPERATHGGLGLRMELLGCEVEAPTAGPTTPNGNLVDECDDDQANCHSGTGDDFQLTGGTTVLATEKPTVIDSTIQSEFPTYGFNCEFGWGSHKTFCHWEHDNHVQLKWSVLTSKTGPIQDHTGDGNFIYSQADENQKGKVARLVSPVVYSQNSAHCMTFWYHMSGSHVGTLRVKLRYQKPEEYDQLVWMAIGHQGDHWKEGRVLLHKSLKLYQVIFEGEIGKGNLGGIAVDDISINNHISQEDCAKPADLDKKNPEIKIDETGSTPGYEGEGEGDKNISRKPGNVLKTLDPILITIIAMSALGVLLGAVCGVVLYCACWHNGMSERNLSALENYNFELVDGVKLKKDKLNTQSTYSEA
MT1-MMP act inh = inhibitors of human MT1-MMP activation; P50281; HT1080 RFP-PRO-GFP cells, GFP/RFP ratio fluorescence, overnight; percent of plate control window, DMSO zero; GFP/RFP ratio change, % at 20 µM; actives 0.061% (n = 360,000);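 active means GFP/RFP ratio change of at least 30% with cell ATP level not reduced by more than half and red fluorescence within 50% of control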; further: strong numbers were not always called active
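Assay system – RFP-PRO-GFP reporter HT1080 cells · Compound dosing – single dose of 20 µM compound, 1% DMSO final · Incubation – overnight compound exposure at 37 °C · Measure – GFP/RFP fluorescence ratio · Benchmarks – DMSO wells and RFP-L50D-GFP cells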
STEP block = blocks human striatal-enriched tyrosine phosphatase; P54829; recombinant STEP, OMFP fluorogenic substrate, fluorescence; inhibition, % at 20 µM; actives 0.25% (n = 360,000); AID 588621;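 active means inhibition at 20 µM, scaled per plate between control wells, above about 37%, limit read from the data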;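 further: 0% = DMSO with enzyme and substrate and 100% = substrate only without enzyme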
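System: isolated STEP enzyme; schedule: 20 min enzyme reaction at room temperature, protected from light; medium: Bis-Tris buffer pH 6.0, 2.5 mM DTT, 0.005% Tween 20; signal: fluorescence, 480/540 nm; dosing: single compound dose of 20 µM, 1% DMSO final; also added: OMFP substrate, 25 µM final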
* = called active by the depositor; i = inactive; / = not tested or not shown; + = active, no number. Hits appear at their usual frequency; 3.9% or so of the library scored in one or more.

SMILES	Scp1 inh	SKN-1 inh	DNMT1 block	SUMO1-SIM PPI	NadD block	Rpn11 block	LMPTP inh	CendR NRP1 mod	MT1-MMP act inh	STEP block
Cc1c(C(=O)N2CCCC2)c(S(=O)(=O)N2CCCCC2)c(C)n1C	1	13	0	5	-4	i	-2.2	1	-5	-5
Cc1ccc([C@@H]2C[C@H]3[C@@H](CN2S(=O)(=O)c2ccc(C)cc2)C(=O)C[C@@H](c2ccc(Cl)cc2)N3S(=O)(=O)c2ccccc2C)cc1	/	4	4	13	19	i	0.1	6	-5	-1
COc1cccc(NS(=O)(=O)c2ccc3[nH]cc(C(=O)N(C)Cc4ccco4)c(=O)c3c2)c1	25	8	17	4	12	i	0.8	2	-1	2
CCn1c(C)csc1=NC(=O)c1ccccc1	-8	25	-2	-4	3	i	0.3	6	-1	0
CC(C)(C)OC(=O)N1CCC(c2c(C(=O)NCC3CCN(C4CCCC4)C3)cnn2-c2ccccc2Cl)CC1 (stereo not drawn)	-5	14	-3	-6	1	i	-1.8	0	-3	-2
O=C(NCc1ccco1)C(c1ccccc1)N(CC1CCCO1)C(=O)Cn1nnc2ccccc21 (stereo not drawn)	0	-6	0	2	-5	i	-2.0	10	-3	-2
CCn1cc(C(=O)N2CCCC(C(=O)c3cccc(C(F)(F)F)c3)C2)cn1 (stereo not drawn)	/	-3	4	8	-2	i	-1.2	-48	2	-2
NNC(=O)CSCc1nc(-c2ccc(Cl)cc2)cs1	-10	6	-3	6	0	i	1.0	10	3	3
COc1ccc(CCNc2nc(C)c(C(C)=O)s2)cc1OC	-4	24	-3	-7	7	i	6.0	-3	-3	3
CCOC(=O)c1ccc(NC(=O)COc2ccc(S(=O)(=O)NC(C)(C)C)cc2)cc1	-3	3	7	3	7	i	-0.2	1	2	2
CC(C)(C)OC(=O)NCc1ccc(NC(=O)c2nc[nH]c2C(=O)NCCCCCCNC(=O)c2[nH]cnc2C(=O)Nc2ccc(CNC(=O)OC(C)(C)C)cc2)cc1	-5	19	15	7	39*	i	7.9	12	2	0
O=S(=O)(c1ccc(S(=O)(=O)N2CCOCC2)cc1)N1CCCC1	-5	10	-3	0	-7	i	-0.7	-1	0	-2
CCOC(=O)c1c(C=O)c(C)n(Cc2ccc(C)cc2)c1C	-8	22	1	-3	-6	i	0.4	0	4	3
COc1ccc(S(=O)(=O)Nc2c(NC3CCCCC3)c3ccccc3oc2=O)cc1	-6	12	-2	1	-7	i	1.2	22	-3	0
COc1ccc(NC(=O)CSc2nncs2)cc1S(=O)(=O)N1CCCCC1	-2	19	2	7	-1	i	-1.0	-9	3	3
CC(OC(=O)CCCN=C1NS(=O)(=O)c2ccccc21)C(=O)N(C)c1ccccc1 (stereo not drawn)	16	0	0	2	1	i	-1.0	7	-4	-1
O=S(=O)(Nc1ncccc1O)c1ccc(Cl)cc1	-9	-25	0	-2	-4	i	-1.0	-8	-2	0
COC(=O)c1ccc(COC(=O)[C@@H]2CC(O)CN2S(=O)(=O)c2ccccc2[N+](=O)[O-])cc1 (stereo partly drawn)	4	0	1	-13	-8	i	0.7	-14	1	-5
CCCCS(=O)(=O)/C=C\C=C/S(=O)(=O)CCCC	33	-23	26	0	-2	i	-2.0	4	-30	8
Cc1cc(C(=O)COc2ccccc2C(N)=O)c(C)n1C	-2	1	-6	3	-9	i	-3.0	7	3	-3
COCCCNCC(O)COc1cccc2[nH]c(C)cc12 (stereo not drawn)	-2	-4	-4	-1	5	i	-0.7	0	-1	-4
Cc1ccc(S(=O)(=O)N2CCC(C(=O)NCCCN3CCOCC3)CC2)cc1C	-1	0	-1	-32	-4	i	-9.4	2	-2	1
Cc1cccc(N2CCN(Cc3ccc([N+](=O)[O-])o3)CC2)c1C	-5	7	-7	-26	5	i	-0.3	-4	2	-1
CCN(CC)C(=O)Cn1cc(S(=O)(=O)CC(=O)Nc2ccc(F)cc2F)c2ccccc21	3	13	4	1	-10	i	-0.3	-2	-2	0
COc1ccc(N2CCN(S(=O)(=O)CC34CCC(CC3=O)C4(C)C)CC2)cc1 (stereo not drawn)	-4	-8	2	7	2	i	-1.2	0	4	-1

The listing continues:
SMILES	Scp1 inh	SKN-1 inh	DNMT1 block	SUMO1-SIM PPI	NadD block	Rpn11 block	LMPTP inh	CendR NRP1 mod	MT1-MMP act inh	STEP block
O=C1NC[C@H](Cc2ccccc2)N(CC2CCN(CCC34CC5CC(CC(C5)C3)C4)CC2)C1=O	13	-2	3	-5	4	i	2.2	-37	0	1
CS(=O)(=O)Nc1ccccc1C(=O)NC1CC2CCC1C2 (stereo not drawn)	-3	-30	-5	-2	-3	i	-1.2	-13	-2	-2
CSC1=NCCN1S(=O)(=O)c1ccc(Cl)cc1	-10	-9	0	1	-4	i	-0.6	5	1	-3
Cc1cc(C(=O)Cn2cc([N+](=O)[O-])ccc2=O)c(C)n1CC1CCCO1 (stereo not drawn)	24	14	4	-22	-4	i	-0.7	-5	4	0
CC1CCCC(C)N1C(=O)c1ccc2c(c1)S(=O)(=O)c1ccccc1C2=O (stereo not drawn)	-1	-6	-2	-39	-2	i	-0.4	20	4	0
CCOc1ccc(S(=O)(=O)N2CCC(C(=O)N3CCOCC3)CC2)cc1Cl	-2	-2	-1	3	-8	i	0.9	10	3	1
Nc1ccccc1-c1nnc(-c2ccccc2N)n1N	10	-1	0	2	3	i	-0.2	-7	3	-2
Cc1nc(-c2ccc([N+](=O)[O-])cc2)sc1C(=O)O	1	8	6	-21	3	i	0.8	-6	4	-2
COc1cc(NC(=O)CSc2ncnc3sc4c(c23)CCC(C)C4)c(C(=O)O)cc1OC (stereo not drawn)	-4	16	-4	18	36*	i	0.8	-36	2	30
Cn1cnc2nc[nH]c2c1=S	-5	-8	8	-7	-2	i	-0.9	10	-3	0
Cn1c(=O)[nH]c(=O)c2c1nc(N)n2Cc1ccccc1	-7	2	2	3	-6	i	-1.8	-1	4	1
O=C1c2cccc(NCCNCCO)c2C(=O)c2cccc(NCCNCCO)c21	-8	84	-55	-35	4	i	12	4	42	11
CCn1nc(C)c(/C=N\NC(=O)c2ccc3c(c2)OCO3)c1C	-4	15	-3	-7	0	i	0.1	14	-12	-3
CCc1ccc(Nc2cnn(-c3nc4ccccc4s3)c(=O)c2Cl)cc1	-9	-2	-11	-20	21	i	6.4	-7	2	3
Nc1cccnc1Sc1ccc(Cl)cc1	0	8	-2	-1	2	i	-1.3	-8	5	-5
O=C(CCCN1C(=O)c2cccc3cccc(c23)C1=O)NCc1cccnc1	-5	-13	4	-25	0	i	-0.1	-8	-4	0
CCc1nonc1NC(=O)c1oc2ccccc2c1C	-8	21	-1	-3	-5	i	0.2	-2	2	0
COc1ccc(NC(=O)CSc2nnc(NC(=O)c3ccco3)s2)cc1OC	-5	-9	-2	7	-7	i	-0.6	17	-6	2
Cc1ccc(NC(=O)CN2CCc3cc4c(cc3C2C)OCCCO4)cc1 (stereo not drawn)	-5	-8	0	-4	-5	i	0.2	4	0	-3
CCSC1=C(C#N)C(c2ccccc2Cl)CC(=O)N1 (stereo not drawn)	-9	12	-2	1	0	i	0.5	-5	4	-3
CC(C)CC1c2[nH]c3ccccc3c2CCN1C(=O)CCC(=O)N(C)C (stereo not drawn)	-3	-1	-7	0	8	i	0.1	1	-5	-1
COC1OC2COC(c3ccccc3)OC2C(O)C1N (stereo not drawn)	-10	5	-2	-3	3	i	0.2	13	-1	-2
Cc1cc(=O)[nH]c(N/N=C/c2ccc(OC(=O)c3cccnc3)cc2)n1	2	-15	7	-25	2	i	0.8	-4	-5	0
Cc1ccccc1OCC(=O)NC(=S)Nc1cccc2cc(O)ccc12	-8	-7	-10	-1	2	i	2.3	12	0	0
CC(=O)N1CC(C)c2scc(C)[n+]2-c2ccccc21 (stereo not drawn)	1	-4	7	-2	3	i	-2.4	3	0	-6

Printed as active in NadD block (from the list above):
SMILES	Scp1 inh	SKN-1 inh	DNMT1 block	SUMO1-SIM PPI	NadD block	Rpn11 block	LMPTP inh	CendR NRP1 mod	MT1-MMP act inh	STEP block
CC(C)(C)OC(=O)NCc1ccc(NC(=O)c2nc[nH]c2C(=O)NCCCCCCNC(=O)c2[nH]cnc2C(=O)Nc2ccc(CNC(=O)OC(C)(C)C)cc2)cc1	-5	19	15	7	39*	i	7.9	12	2	0
COc1cc(NC(=O)CSc2ncnc3sc4c(c23)CCC(C)C4)c(C(=O)O)cc1OC (stereo not drawn)	-4	16	-4	18	36*	i	0.8	-36	2	30

Other records follow:
SMILES	Scp1 inh	SKN-1 inh	DNMT1 block	SUMO1-SIM PPI	NadD block	Rpn11 block	LMPTP inh	CendR NRP1 mod	MT1-MMP act inh	STEP block
CC(=O)Nc1cccc(/C(C)=N/NC(=O)c2cccc(S(=O)(=O)N3CCCC3)c2)c1	/	-1	4	-5	-3	i	-0.7	-1	5	1
Nn1cnnc1SCC(=O)Nc1ccc2c(c1)OCO2	-4	-6	-1	2	4	i	-1.4	3	2	-1
COC(=O)[C@@H]1C[C@H]2CC[C@H](O)C[C@H]2N1Cc1ccc(C)s1	-4	3	1	1	1	i	-0.6	-8	3	0
CCOC(=O)c1c(N)sc2c(NC(C)=O)cccc12	-5	-14	3	0	5	i	-1.5	-4	0	2
COc1ccc(-n2c(C)nc(N)c2C(=O)c2ccccc2)cc1	2	3	-4	-3	-2	i	-1.4	1	0	0
Cc1occc1C(=O)N1CCN(S(C)(=O)=O)CC1	0	15	-1	3	-2	i	-0.1	1	-3	1
CC(=O)C1=C(C)NC(SCC(=O)c2cc(Cl)ccc2Cl)=C(C#N)C1c1ccco1 (stereo not drawn)	6	-2	-17	-10	22	+	2.4	-34	-29	1
CC(=O)Nc1cc(NC(C)=O)cc(-c2nc3ccccc3[nH]2)c1	-6	-4	0	1	-6	i	0.7	6	3	0
O=C(NNC(=O)C1CCN(Cc2ccccc2)CC1)c1cccc(Cl)c1	5	-1	-4	-2	-4	i	-1.1	23*	-2	-3
O=C(N/N=C/c1cc2cc3c(cc2nc1Cl)OCCO3)c1ccccc1O	21	16	-3	-10	10	i	37	-17	0	13
CN(C)S(=O)(=O)c1cccc(C(=O)Nc2ccccc2N2CCCCC2)c1	-5	3	-2	6	-8	i	1.8	1	-1	-2
Cc1c(Cl)c([N+](=O)[O-])nn1CCCC(=O)NC(C)c1ccccc1 (stereo not drawn)	-27	10	4	-8	1	i	-1.8	20	3	-2
CCOC(=O)CSc1ncc(OC)c(Sc2ccc(OC)cc2)n1	-8	-4	-4	1	-5	i	0.7	-3	-1	0
